RT RNaseH block = blocks HIV-1 RNase H cleavage of RNA/DNA duplex; P04585; RT-RNase H RNA/DNA duplex cleavage, fluorescence; inhibition, % at 10 µM; 1.9% of 65,000 active; AID 565; in the data active = inhibition above about 50%
RmlCD inh mix = RmlC/RmlD inhibition, mixture screen. RmlC/RmlD coupled enzyme inhibition, 384-well mixture HTS. inhibition, % at 5.5 µM. 0.39% of 110,000 active. AID 1532; in the data active = inhibition above about 30%, passing the limit was not always enough; note: strong numbers were not always called active
Starred values were filed as active, the others as inactive; / = no result given.

1: Cc1ccc(S(=O)(=O)N(C)CC(O)Cn2c3ccccc3c3ccccc32)cc1 (stereo not given)
2: CCn1cc(CNC(=O)c2cc(-c3ccccc3OC)nc3ccccc23)c(C)n1
3: CCN1CCN(C(=O)C2CCN(Cc3nc(-c4cccc(Cl)c4)oc3C)CC2)CC1
4: CC1CCCN(Cc2cccc(Oc3ccccc3)c2)C1 (stereo not given)
5: Cc1ccc2c(c1)-c1c(ssc1=S)C(C)(C)N2C(=O)c1ccco1
6: Oc1c(Br)cc(C2N=C(c3ccccc3)NO2)cc1Br (stereo not given)

assay / compound,1,2,3,4,5,6
RT RNaseH block,/,/,3.8,/,/,/
RmlCD inh mix,-17.8,-10.3,-12.8,-20.4,-1.4,-9.4

7: CC(=O)Nc1ccc(S(=O)(=O)N2CCN(C(C)CCc3ccccc3)CC2)cc1 (stereo not given)
8: CCOc1ccccc1/C=c1\sc2ncnn2c1=O
9: CCOC(=O)c1[nH]c2ccccc2c1NC(=O)C1CCCC1
10: COc1ccccc1N1CCN(C(=O)N2CCOCC2)CC1
11: COc1ccc(N=c2oc3c(OC)cccc3cc2C(=O)NCc2ccco2)c(OC)c1
12: Cc1ccc(NC(=O)CSc2nc(-c3ccco3)cc(C(F)(F)F)n2)cc1C

assay / compound,7,8,9,10,11,12
RT RNaseH block,4.0,-2.3,-13.7,-5.9,34.3,/
RmlCD inh mix,11.9,4.3,9.2,22.4,-7.0,-10.2

13: O=C(CSc1nnc(NC2CCCCC2)s1)Nc1ccc(N2CCOCC2)cc1
14: CC(CNC(=O)C1CCCCC1C(=O)O)c1ccccc1 (stereo not given)
15: Cc1cccc(Nc2ncc3c(n2)CC(C)CC3=O)c1 (stereo not given)
16: O=C(C1CCC1)N1CCc2cc(S(=O)(=O)NCCN3CCN(c4ccccc4F)CC3)ccc21
17: Cc1cc(C(F)F)n2nc(C(=O)Nc3ccccc3Br)nc2n1
18: CCn1c(SCC(=O)Nc2ccc(S(N)(=O)=O)cc2)nnc1-c1cccc(OC)c1

assay / compound,13,14,15,16,17,18
RT RNaseH block,/,/,-12.8,0.1,-4.9,-13.8
RmlCD inh mix,13.6,105.9,-11.4,/,-13.6,-13.8

19: CCOC(=O)c1ccc(N2C(=O)CC(N3CCC(O)(c4ccc(Br)cc4)CC3)C2=O)cc1 (stereo not given)
20: COC(=O)CSc1ncccc1-c1nc2ccccc2[nH]1
21: Cc1nc2ncnn2c(N2CCN(C(=O)c3cccc(F)c3)CC2)c1Cc1ccccc1
22: Cc1cc(-c2c(C)[nH]n(-c3ccc(Cl)cc3)c2=O)n(-c2ccccc2)n1
23: COc1ccc(CCNC(=O)c2ccc(N3CCCC3=O)cc2)cc1
24: CCOC(=O)N1CCN(C(=O)c2cn(CC)c3cc(N4CCN(C)CC4)c(F)cc3c2=O)CC1

assay / compound,19,20,21,22,23,24
RT RNaseH block,/,3.7,2.7,/,/,9.6
RmlCD inh mix,5.2,7.0,-20.5,16.2,4.8,/

25: O=C(CCn1nnc2ccccc21)Nc1nnc(COc2ccccc2F)s1
26: O=c1[nH]ncc(NCCCO)c1Cl
27: c1ccc2c(c1)nc1n2CCN1
28: CCOc1ccc(S(=O)(=O)Nc2cc(OC)c(OC)cc2C(=O)O)cc1
29: Cc1ccc(Nc2cc(C)nc(N3CCOCC3)n2)cc1
30: CC/C(=N/Nc1ccccc1)c1cnnc(-c2ccccc2)n1

assay / compound,25,26,27,28,29,30
RT RNaseH block,/,/,/,/,/,/
RmlCD inh mix,-1.2,-1.5,-1.0,3.6,10.3,86.3

31: O=C(NCCOc1ccccc1)C1CCCN1C(=O)c1cccs1 (stereo not given)
32: CCOc1ccc2[nH]c(=O)c(CN(Cc3ccc(F)cc3)C(=O)c3ccco3)cc2c1
33: COC(=O)c1ccc(NC(=O)c2ccc(F)cc2)o1
34: Clc1ccc(Oc2nc(Oc3ccc(Cl)cc3)nc(N3CCOCC3)n2)cc1
35: COc1ccc(C2NC3=C(CCCC3)C(C#N)(C#N)C2(C#N)C#N)cc1 (stereo not given)
36: CC(=NCc1cccnc1)c1c(O)n(C2CCCCC2)c(=O)[nH]c1=O

assay / compound,31,32,33,34,35,36
RT RNaseH block,-4.7,42.0,/,-8.9,13.6,-8.8
RmlCD inh mix,3.8,22.9,-2.7,-11.9,21.3,-9.9

37: COc1ccccc1CNC(=O)COC(=O)c1n[nH]c2ccccc12
38: Cc1ccc(F)cc1NC(=O)Cc1ncc(C(F)(F)F)cc1Cl
39: CCCc1cc(N2CCN(c3ccccn3)CC2)n2nc(C)c(-c3ccccc3)c2n1
40: CCCCc1nc(N2CCOCC2)c(C#N)c2c1COC(C)(C)C2
41: Cc1sc(NC(=O)c2cccs2)c(C(=O)OC(C)C)c1C
42: CCCCN(C)C(=O)c1ccc2c(c1)N(CC)C(=O)c1ccccc1S2(=O)=O

assay / compound,37,38,39,40,41,42
RT RNaseH block,/,/,7.7,-4.2,/,-14.8
RmlCD inh mix,-4.7,-1.0,14.6,-0.7,-21.4,-10.0

43: COc1ccc(N2C(=O)C(Cl)=C(NCc3ccccc3)C2=O)cc1
44: O=C(Nc1ccccc1C(=O)O)c1cccc(F)c1
45: CCc1ccccc1N(CC(=O)N1CCN(c2ccc(F)cc2)CC1)S(C)(=O)=O
46: CCCCn1cnc2c([nH]c3cc(OC)ccc32)c1=O
47: Cc1cc(C)nc(SCc2nnc(SCC#N)n2-c2cccc(Cl)c2)n1
48: NCCSSCCN

assay / compound,43,44,45,46,47,48
RT RNaseH block,/,/,-3.8,/,-2.6,/
RmlCD inh mix,-2.4,2.5,-119.5,7.7,-15.8,-4.4

49: CCOC(=O)Cn1c(CN(Cc2ccccc2)Cc2ccccc2)nc2c1c(=O)[nH]c(=O)n2C
50: CC(CNCC1CCCO1)COc1ccccc1 (stereo not given)
51: Cc1ccc(NC(=S)NCc2cccs2)c(C)c1
52: C1=C(c2ccccc2)CCN(c2nc3ccccc3n3cnnc23)C1
53: Cc1nn(-c2cccc(C(F)(F)F)c2)c(Cl)c1/C=N/n1cnnc1
54: Cc1ccccc1Cn1cc(S(=O)(=O)CC(=O)Nc2nccs2)c2ccccc21

assay / compound,49,50,51,52,53,54
RT RNaseH block,-4.2,/,/,-27.2,-8.0,/
RmlCD inh mix,-8.5,-2.4,3.9,-9.4,-15.3,14.4

55: Cn1c(=O)[nH]c(=O)c2c1nc(SCC(=O)O)n2CCc1ccccc1
56: O=C1CN(C(=O)COC(=O)CCC(=O)c2ccc3c(c2)OCCO3)c2ccccc2N1
57: O=C(Nc1ccc(N2CCOCC2)c(Cl)c1)c1ccc(F)cc1
58: Cc1ccc(S(=O)(=O)c2cnc(-c3ccccc3)nc2Oc2ccccc2)cc1
59: Cc1ccccc1Cn1c(CN2CCN(c3ccc(F)cc3)CC2)nc2c1c(=O)n(C)c(=O)n2C
60: O=C1CCC(=O)N1OCCCOc1ccc2c(c1)CCC2

assay / compound,55,56,57,58,59,60
RT RNaseH block,3.0,-25.4,/,/,-6.0,-17.4
RmlCD inh mix,-1.1,-12.7,11.5,-17.2,/,-8.7

61: COc1cc(O)c(C(=O)O)c(-c2cc(O)c(O)cc2C)c1
62: CCOC(=O)c1nnn(-c2ccccc2C#N)c1C
63: Cc1ccccc1OCCN1C(=O)NC2(CCCc3ccccc32)C1=O (stereo not given)
64: CCSc1nnc(NC(=O)C2CCCN(S(=O)(=O)c3cnc[nH]3)C2)s1 (stereo not given)
65: O=C(CCCN1C(=O)c2ccccc2C1=O)Nc1c2c(nc3c1CCC3)CCC2
66: OC1CCN(C(c2ccc3ncccc3c2)c2nnnn2C2CCCCC2)CC1 (stereo not given)

assay / compound,61,62,63,64,65,66
RT RNaseH block,/,-11.4,/,-5.0,0.8,-3.5
RmlCD inh mix,-18.1,-5.3,-15.9,2.8,-4.1,5.5

67: COc1ccccc1NC(=S)NCCc1ccccc1
68: CCOC(=O)c1ccc(NC(=O)Nc2c(C)nn(C)c2C)cc1
69: COc1c(C)cccc1C(=O)Nc1cc(-c2nn3c(C)nnc3s2)ccc1C
70: O=[N+]([O-])c1cc(/C=N/O)ccc1SCc1ccccc1
71: CCN1CCN(C(=O)Cn2ncc3ccsc3c2=O)CC1
72: CCC(C(=O)Nc1ccccc1C(=O)N1CCCC1)N1C(=O)c2ccccc2C1=O (stereo not given)

assay / compound,67,68,69,70,71,72
RT RNaseH block,/,-0.7,-10.2,/,-5.9,-3.3
RmlCD inh mix,-2.5,8.3,-8.2,0.0,-5.1,-12.4

Sorted by heavy-atom count (ascending): some entries from above.
67: COc1ccccc1NC(=S)NCCc1ccccc1
68: CCOC(=O)c1ccc(NC(=O)Nc2c(C)nn(C)c2C)cc1
72: CCC(C(=O)Nc1ccccc1C(=O)N1CCCC1)N1C(=O)c2ccccc2C1=O (stereo not given)

assay / compound,67,68,72
RT RNaseH block,/,-0.7,-3.3
RmlCD inh mix,-2.5,8.3,-12.4

Later entries:
73: Cc1ccc2nc(Nc3nc(CSc4nnnn4-c4ccccc4)cc(=O)[nH]3)nc(C)c2c1
74: CCN(CC)C(=O)COc1ccc2oc(C)c(C(=O)OC(C)C)c2c1
75: CC(=O)c1nn(-c2cccc(Br)c2)cc1C(=O)c1cccc2ccccc12
76: CN(C)C=NC(=O)/C(C#N)=C1\CCc2ccccc2N1
77: COc1ccc(NC(=O)COc2nc(N(C)C)nc(N(C)C)n2)cc1
78: COCCSc1ccccc1C(=O)NCC1CCCO1 (stereo not given)

assay / compound,73,74,75,76,77,78
RT RNaseH block,/,-13.8,/,-23.6,-0.2,16.9
RmlCD inh mix,-20.8,-2.3,-5.5,1.7,-15.4,-4.5

79: Cc1ccc(CNC(=O)C2CCCN(c3nc4ccccc4o3)C2)cc1 (stereo not given)
80: COc1ccc(/C(O)=C2\C(=O)C(=O)N(c3cc(C)on3)C2c2cccc(OC)c2OC)cc1C (stereo not given)
81: CCCNC(=O)c1onc(CSc2ccc(F)cc2)c1C(=O)NCCC
82: COc1ccc2nc(-n3c(C)ccc3C)sc2c1
83: CCN(CC)S(=O)(=O)c1ccc(C(=O)Nc2nnc(C(C)C)s2)cc1
84: O=C(O)Cn1cnc2scc(-c3cccs3)c2c1=O

assay / compound,79,80,81,82,83,84
RT RNaseH block,1.8,0.9,/,-19.5,-1.6,-0.6
RmlCD inh mix,/,5.9,-11.5,21.1,2.7,/

Compound profiles, from the list above.
Profile of `O=C(CSc1nnc(NC2CCCCC2)s1)Nc1ccc(N2CCOCC2)cc1` = RT RNaseH block = /; RmlCD inh mix = 13.6
Profile of `COc1ccc2nc(-n3c(C)ccc3C)sc2c1` = RT RNaseH block = -19.5; RmlCD inh mix = 21.1
Profile of `Cc1ccccc1OCCN1C(=O)NC2(CCCc3ccccc32)C1=O` (stereo not given) = RT RNaseH block = /; RmlCD inh mix = -15.9

Remaining list, next part.
85: Cc1ccc(OCC(=O)N2CCN(C(=O)CCC3CCCC3)CC2)cc1
86: Cc1ccccc1-c1nc(-c2ccc(NC(=O)c3ccc4c(c3)OCO4)cc2)no1
87: CNCCOc1ccccc1-c1ccccc1
88: Cn1c(=O)[nH]c(=O)c2c1nc(Sc1ccccc1)n2CCc1ccccc1
89: CC(=O)Oc1ccc(Oc2ccc(-c3noc(C)n3)cc2)cc1
90: COc1ccc(Cc2nnc(NC(=O)CSc3ccc(C)cc3)s2)cc1OC

assay / compound,85,86,87,88,89,90
RT RNaseH block,4.0,/,/,10.9,-6.6,/
RmlCD inh mix,-0.9,-8.4,-0.8,8.9,35.0,5.4

91: CCOc1ccc(NC(=O)N(C2CCCCC2)C(C)c2ccncc2)cc1 (stereo not given)
92: COc1ccc(N2CCN(CC(=O)Nc3ccc(-n4cnnn4)cc3)CC2)cc1
93: CCNC(=O)N1CCOCC1
94: Cc1c(/C=N/n2cnnc2)c2ccccc2n1CCOc1ccc(Cl)cc1
95: Cc1ccc(/C(N)=N/OC(=O)c2ccc(F)cc2)cc1
96: Cc1c(/C(Cc2ccccc2)=N/O)c2ccccc2n1C

assay / compound,91,92,93,94,95,96
RT RNaseH block,-13.1,-2.9,/,-1.9,/,/
RmlCD inh mix,-12.5,4.1,-8.9,3.0,39.2,8.5

97: O=C1CCC(=O)N(O)CCCCCNC(=O)CCC(=O)N(O)CCCCCNC(=O)CCC(=O)N(O)CCCCCN1
98: CC(C)OC(=O)Cn1c(=O)oc2ccccc21
99: Cn1c(=O)oc2cc(S(=O)(=O)Nc3cccc(F)c3)ccc21
100: CN1C(=S)SC(C)(C)C1(C)NO (stereo not given)
101: Cc1onc(-c2ccccc2Cl)c1C(=O)NCc1ccc2c(c1)cc(C)n2C
102: COc1ccc(-c2oc3ncn4nc(COc5ccccc5)nc4c3c2-c2ccc(OC)cc2)cc1
103: CCOC(=O)/C(C#N)=C1\C=CN(C)C(C)=N1
104: Cc1nc(SCC(=O)NCCc2ccccc2)nc(C)c1C

assay / compound,97,98,99,100,101,102,103,104
RT RNaseH block,/,-5.4,-22.7,15.7,-3.4,35.9,/,/
RmlCD inh mix,-1.7,-12.1,5.0,/,-5.3,117.4*,-1.1,-13.9

Screening results (PubChem BioAssay)

An excerpt. The share of hits here may be higher or lower than overall.
